# Assay outcomes from PubChem BioAssay.
# FH mod = Identification of activators of human fumarate hydratase by quantitative high-throughput screening; FH coupled MDH/diaphorase resazurin fluorescence, 15 min; Potency, µM (highest dose often 79.9 µM), for the others: top-dose activity change, negative = inhibition, usual class: inhibitors; Fumarate hydratase, mitochondrial (Homo sapiens), P07954; AID 1347055, 2019; 54,000 compounds, 0.22% hits; further: the screen sought activators but most active calls are inhibition curves; nearly all actives have a fitted effect of over 45% in size
# Target sequence (P07954 whole entry, looked up): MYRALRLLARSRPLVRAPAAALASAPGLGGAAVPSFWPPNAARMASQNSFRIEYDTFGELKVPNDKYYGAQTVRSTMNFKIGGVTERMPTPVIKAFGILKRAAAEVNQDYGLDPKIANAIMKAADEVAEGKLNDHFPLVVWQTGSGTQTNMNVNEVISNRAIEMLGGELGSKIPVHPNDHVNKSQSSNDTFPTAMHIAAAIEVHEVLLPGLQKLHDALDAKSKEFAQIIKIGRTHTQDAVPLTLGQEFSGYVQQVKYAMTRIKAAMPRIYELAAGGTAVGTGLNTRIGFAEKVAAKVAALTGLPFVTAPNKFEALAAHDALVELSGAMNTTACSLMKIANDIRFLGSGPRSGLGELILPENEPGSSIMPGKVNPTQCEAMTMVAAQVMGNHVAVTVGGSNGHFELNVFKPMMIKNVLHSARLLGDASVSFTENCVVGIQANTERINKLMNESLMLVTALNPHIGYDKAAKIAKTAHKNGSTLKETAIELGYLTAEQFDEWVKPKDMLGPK
# NTMT1 inh = blocks human N-terminal methyltransferase 1 activity. NTMT1 MTase-Glo SAH luminescence, purified enzyme. Potency, µM (titrated, usually from 114 µM), for the others: at the highest dose activity change, negative = inhibition, hits mostly inhibitors. 59,000 compounds, 2.5% hits;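 further: plate controls were DMSO vehicle for no effect and no enzyme for full effect; nearly all actives have a fitted effect of over 65% in size; many of its hits are not listed in these tables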
# Target sequence (Q9BV86 whole entry, looked up): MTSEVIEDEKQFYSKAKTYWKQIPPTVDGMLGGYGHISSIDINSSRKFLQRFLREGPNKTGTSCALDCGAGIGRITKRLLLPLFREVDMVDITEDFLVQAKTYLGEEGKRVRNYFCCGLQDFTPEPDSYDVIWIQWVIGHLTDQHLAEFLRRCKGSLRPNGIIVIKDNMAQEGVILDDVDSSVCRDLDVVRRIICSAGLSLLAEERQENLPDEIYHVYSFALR
# * marks the source's active call; other numbers are inactive results; ? = inconclusive; & = joins results of further samples; ! = not active in a repeat; [ ] = another dose, or the depositor's remark. The call rests on the fitted dose curve; in most records, active means well fitted curve in the direction sought with a large enough effect; inconclusive means small, poorly fitted or top-dose-only effect, or another doubt; inactive means no such curve, though single readings can be large; an effect the other way counts as inactive or inconclusive. Unless noted, on the % scale 0 is the no-effect control and ±100 the full control effect; potency means the concentration at half of the fitted maximal effect. An excerpt; the hit share may differ from the screen's.
SMILES,FH mod,NTMT1 inh
CN(CCOc1ccc(CC2SC(=O)NC2=O)cc1)c1ccccn1 (stereo unspecified),16%&3%[53.3 µM],?
CC1=CC(=O)C(C(C)C)=CC1=O,?,?
COC(=O)c1ccc(O[C@@H]2O[C@H](CO)[C@@H](O)[C@H](O)[C@H]2O)c(OC)c1,-2%[53.3 µM],6%[29.8 µM]
O=C(c1ccc(Nc2nccc(-c3cc4ccccc4s3)n2)cc1)N1CCC(N2CCCC2)CC1,-13%,28µM*!
Nc1nc(Cl)nc2c1ncn2C1OC(CO)C(O)C1F (stereo unspecified),12%,13%[57.5 µM]
OCC1=CC[C@@H]2C=CO[C@@H](O[C@@H]3O[C@H](CO)[C@@H](O)[C@H](O)[C@H]3O)[C@H]12,0%[53.3 µM],0%[29.8 µM]
CC1(C)SCCN(S(=O)(=O)c2ccc(Oc3ccncc3)cc2)[C@H]1C(=O)NO,3%,-22%[57.5 µM]
C[C@@H]1C/C=C/C=C\C=C\C=C\[C@H](O[C@@H]2O[C@H](C)[C@@H](O)[C@H](N)[C@@H]2O)C[C@@H]2O[C@](O)(C[C@@H](O)C[C@H]3O[C@@H]3/C=C/C(=O)O1)C[C@H](O)[C@H]2C(=O)O,-1%[20.6 µM],-1%[12.6 µM]
C=C1C(=O)OC2CC(C)C(CCC(C)O)=CCC12 (stereo unspecified),0%,14%[57.5 µM]
C=C(C)C1Cc2cc(C(=O)OC3OC(CO)C(O)C(O)C3O)ccc2O1 (stereo unspecified),-1%[53.3 µM],13%[29.8 µM]
CC(C)C(=O)c1cn(CC(=O)COc2ccc(Oc3ccccc3)cc2)c2ccc(C(=O)O)cc12,-13%,-6%[57.5 µM]
C=C(C)[C@@H]1CC[C@](C)(O)[C@@H](OC(=O)c2ccccc2)C1,3%,-9%[57.5 µM]
CCCCCCCCCCCCCCCC[N+](C)(C)CC,-4%[53.3 µM],25µM*
C[C@@H]1O[C@@H](O[C@@H]2[C@@H](O)[C@@H](O)[C@H](O[C@@H]3[C@@H](O)[C@@H](O[C@]4(CO)O[C@H](CO)[C@@H](O)[C@@H]4OC(=O)/C=C/c4ccc(O)cc4)O[C@H](CO)[C@H]3OC(=O)/C=C/c3ccc(O)cc3)O[C@H]2C)[C@H](O)[C@H](O)[C@H]1O,-1%[20.6 µM],12%[12.6 µM]
C=C1C(=O)OC2C1CCC1(C)C(O)CC=C(C)C21 (stereo unspecified),0%,-5%[57.5 µM]
CC1=C(CO)C(=O)O[C@@H]([C@@H](C)[C@H]2CC[C@H]3[C@@H]4C[C@H]5O[C@]56[C@@H](O)C=CC(=O)[C@]6(C)[C@@H]4CC[C@]23C)C1,0%[53.3 µM],10%[57.5 µM]
O=C(O)CNC(=O)CNC(=O)CNC(=O)CSC(=O)c1ccccc1,2%[53.3 µM],31%[activator][57.5 µM]
C=C1C(=O)OC2/C=C(\COC(C)=O)CC/C=C(\C=O)CC(OC(=O)C(C)CC)C12 (stereo unspecified),-1%[53.3 µM],7%[29.8 µM]
CC(=O)c1c(C)cccc1O[C@@H]1O[C@H](CO)[C@@H](O)[C@H](O)[C@H]1O,-3%[53.3 µM],8%[29.8 µM]
O=C(O)c1[nH]n(-c2ccc(S(=O)(=O)O)cc2)c(=O)c1N=Nc1ccc(S(=O)(=O)O)cc1,-16%[53.3 µM],16%[57.5 µM]
COc1cc2c3cc1Oc1cc(ccc1O)C[C@@H]1c4c(cc(OC)c(O)c4Oc4ccc(cc4)C[C@@H]3N(C)CC2)CC[N+]1(C)C,-6%[53.3 µM],?
CN(C)CC1CCn2c(c(C3=C(c4cn(C)c5ccccc45)C(=O)NC3=O)c3ccccc32)C1 (stereo unspecified),-5%,?
COc1ccc(CCC(=O)O)c(O[C@@H]2O[C@H](CO)[C@@H](O)[C@H](O)[C@H]2O)c1,6%[53.3 µM],-9%[29.8 µM]
COc1cc(O)cc(O)c1,-5%[53.3 µM],11%[57.5 µM]
CN(C)CCN(Cc1ccc(Cl)cc1)c1ccccn1,4%[53.3 µM],9%[57.5 µM]
Cc1cn(C[C@H](N)C(=O)O)c(=O)n(Cc2ccsc2C(=O)O)c1=O,-8%,3%[57.5 µM]
COc1c2c(c(CO)c3c1C(=O)OC3)OC1(C)CCC3(O)C(C)(C)OC(=O)CCC3(C)C1C2 (stereo unspecified),10%[53.3 µM],1%[29.8 µM]
O=C(C1CC1)N1CC[C@@H](Cn2c(-c3ccc(-c4ccc5occc5c4)cc3)nc3cnccc32)C1,15%[53.3 µM],-14%[57.5 µM]
C=C(C)[C@H]1CC[C@]2(C(=O)O)CC[C@]3(C)C(CCC4[C@@]5(C)CCC(=O)C(C)(C)C5CC[C@]43C)C12 (stereo partly specified),-10%[53.3 µM],-6%[29.8 µM]
CC1=CC(=O)c2ccccc2C1=O,?,?

# 2 entries drawn at random from the list so far, as already listed:
SMILES,FH mod,NTMT1 inh
CN(C)CC1CCn2c(c(C3=C(c4cn(C)c5ccccc45)C(=O)NC3=O)c3ccccc32)C1 (stereo unspecified),-5%,?
CCCCCCCCCCCCCCCC[N+](C)(C)CC,-4%[53.3 µM],25µM*

# The list goes on:
SMILES,FH mod,NTMT1 inh
CC1(C)CC[C@]2(C(=O)O[C@@H]3O[C@H](CO)[C@@H](O)[C@H](O)[C@H]3O)CC[C@]3(C)C(=CCC4[C@@]5(C)CC[C@H](O[C@@H]6O[C@H](C(=O)O)[C@@H](O)[C@H](O)[C@H]6OC6OC(CO)C(O)C(O)C6O)C(C)(C)C5CC[C@]43C)[C@@H]2C1 (stereo partly specified),0%[20.6 µM],2%[12.6 µM]
COC(=O)C(CC1(O)c2ccccc2N2C(=O)C(CC(C)C)NC21)n1cnc2ccccc2c1=O (stereo unspecified),-1%[53.3 µM],10%[29.8 µM]
CC1=CC(=O)CC2C1(O)CCC(C)C21CC(c2ccoc2)OC1=O (stereo unspecified),-1%[53.3 µM],-17%[29.8 µM]
C/C(=C\C(=O)C[C@@]12C(=O)O[C@]3(C)CC[C@H]1C[C@H]23)C(N)=O,3%,-5%[57.5 µM]
C=C1CC[C@@H]2[C@@](C)(CO[C@@H]3O[C@H](CO)[C@@H](O)[C@H](O)[C@H]3O)[C@H](O)CC[C@@]2(C)[C@@H]1CC/C(C)=C/CO[C@@H]1O[C@H](CO)[C@@H](O)[C@H](O)[C@H]1O,0%[20.6 µM],4%[12.6 µM]
COC1CC/C=C(\C)C(=O)Nc2cc(O)cc(c2)CC(C)CC(OC)C(O)C(C)/C=C(\C)C1OC(N)=O (stereo unspecified),-2%[53.3 µM],3%[29.8 µM]
NC1Nc2ccccc2C1(N)CC1NC(=O)C(Cc2ccccc2)NC(=O)C(Cc2ccccc2)NC1=O (stereo unspecified),-1%[53.3 µM],3%[29.8 µM]
CC(C)CCC(=O)CC1c2ccccc2C(=O)N1c1ccc2ccc(Cl)nc2n1 (stereo unspecified),0%,1%[57.5 µM]
O=C(O)c1ccccc1-c1ccc(C(F)(F)F)cc1,-6%[53.3 µM],40%[activator][57.5 µM]
CO[C@H]1c2cc(C(C)C)c(O)c(O)c2[C@@]23CCCC(C)(C)C2[C@@H]1OC3=O (stereo partly specified),-24%[53.3 µM],-7%[29.8 µM]
COC(=O)CCCCC(CCSS/C(CCO)=C(\C)N(C=O)Cc1cnc(C)nc1N)SC(C)=O (stereo unspecified),0%[53.3 µM],18%[57.5 µM]
NC(=O)c1ncn(C2O[C@H](CO)[C@@H](O)[C@H]2O)c1N (stereo partly specified),-5%,?
Cn1cnc2c(F)c(Nc3ccc(Br)cc3Cl)c(C(=O)NOCCO)cc21,6%,89µM*!
CCCC(=O)OCOC(=O)C1=C(C)NC(C)=C(C(=O)OC)C1c1cccc(Cl)c1Cl (stereo unspecified),-22%[53.3 µM],1%[57.5 µM]
Cc1cc(CS(=O)(=O)c2ccccc2)cc(OCc2ccc(CN3CCC[C@@H]3CO)cc2)c1,-5%,8.9µM*!
CCC1=C[C@@H]2CN(C1)Cc1c([nH]c3ccccc13)[C@@](C(=O)OC)(c1cc3c(cc1OC)N(C)[C@H]1[C@@](O)(C(=O)OC)[C@H](OC(C)=O)[C@]4(CC)C=CCN5CC[C@]31[C@@H]54)C2,-5%[53.3 µM],?
Cc1cc(Nc2ncc3cc(-c4c(Cl)cccc4Cl)c(=O)n(C)c3n2)ccc1F,5%,12%[57.5 µM]

# As entered above.
# CO[C@H]1c2cc(C(C)C)c(O)c(O)c2[C@@]23CCCC(C)(C)C2[C@@H]1OC3=O (stereo partly specified) – NTMT1 inh: -7%[29.8 µM]
# C[C@@H]1C/C=C/C=C\C=C\C=C\[C@H](O[C@@H]2O[C@H](C)[C@@H](O)[C@H](N)[C@@H]2O)C[C@@H]2O[C@](O)(C[C@@H](O)C[C@H]3O[C@@H]3/C=C/C(=O)O1)C[C@H](O)[C@H]2C(=O)O – NTMT1 inh: -1%[12.6 µM]
# C=C(C)[C@@H]1CC[C@](C)(O)[C@@H](OC(=O)c2ccccc2)C1 – FH mod: 3%

# Given as labelled records: part of the list above
molecule: COC(=O)CCCCC(CCSS/C(CCO)=C(\C)N(C=O)Cc1cnc(C)nc1N)SC(C)=O (stereo unspecified)
  FH mod: 0%[53.3 µM]
  NTMT1 inh: 18%[57.5 µM]
molecule: NC(=O)c1ncn(C2O[C@H](CO)[C@@H](O)[C@H]2O)c1N (stereo partly specified)
  FH mod: -5%
  NTMT1 inh: ?
